# High-throughput results (PubChem)
# Tau fibril FP – tau fibrillization inhibition (FP); K18 P301L tau heparin fibrillization, Alexa594 FP, 6 h; AID 1468; hit rate 0.39% among 280,000; Potency, µM (highest dose often 57.7 µM), without a hit: at the highest dose activity, negative = inhibition, usual class: inhibitors; P10636; also: % is scaled to controls: 0 for no effect and ±100 for the full control effect; nearly all actives have a fitted effect of over 55% in size
# Target sequence (P10636 561-689 P618L limits assumed): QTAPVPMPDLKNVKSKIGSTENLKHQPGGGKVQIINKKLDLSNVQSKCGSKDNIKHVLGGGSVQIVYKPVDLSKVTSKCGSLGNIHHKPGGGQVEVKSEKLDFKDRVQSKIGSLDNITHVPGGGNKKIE
#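 Compound effects on tau fibrillization are measured by Alexa 594 fluorescence polarization (ex 555, em 632 nm). K18 P301L tau is used at 15 uM with 0.24 uM labeled tracer, and 20 uM heparin induces aggregation over 6 hr at 37 C.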
# TRb SRC2 PPI – inhibitors of human thyroid hormone receptor beta-SRC2 interaction; P10828; TRbeta-SRC2 peptide binding, fluorescence polarization; receptor liganded with 1 µM T3; Potency, µM (titrated, usually from 106 µM), for inactives: at the top dose activity change, negative = inhibition, most hits filed as inhibitors; hit rate 0.065% among 280,000; AID 1469;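 also: plate controls were bound peptide for no effect and peptide without receptor for full effect; nearly all actives have a fitted effect of over 50% in size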
#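 Quantitative HTS by FP: 0.6 uM TRb LBD, 20 nM labeled SRC2 20-mer, 1 uM T3, 5% DMSO; 5 hr ambient incubation; % activity per concentration and potencies from concentration series.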
# L3MBTL1 inh – inhibitors of human L3MBTL1; AlphaScreen L3MBTL1–H3K9me1 peptide binding; Potency, µM (doses to about 57.1 µM), for inactives: at the top dose activity, negative = inhibition, most hits filed as inhibitors; hit rate 0.66% among 230,000; AID 485360; also: % is scaled to controls: 0 for no effect and ±100 for the full control effect; nearly all actives have a fitted effect of over 60% in size
#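 AlphaScreen assay: L3MBTL1 (50 nM final) was preincubated 30 min at room temperature with biotinylated H3(1-15)K9me1 peptide (75 nM final), then 30 min with library compounds; streptavidin donor and nickel chelate acceptor beads (10 ug/mL final) added, 30 min dark.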
# Tau fluor cs – counter-screen for tau fibril formation inhibitors; tau K18 P301L Alexa594 fluorescence, heparin fibrillization; AID 1463; hit rate 0.93% among 280,000; Potency, µM (series often up to 57.7 µM), for the others: top-dose activity change, negative = decrease; also: % is scaled to controls: 0 for no effect and ±100 for the full control effect; nearly all actives have a fitted effect of over 55% in size
#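 Human tau K18 P301L (15 uM unlabeled, 0.24 uM Alexa 594-labeled) in 100 mM sodium acetate pH 7 with 20 uM heparin, 6 hr at 37 C. ThT 30 uM added, 1 hr ambient; Alexa 594 FP and total fluorescence read at 555/632 nm.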
# RECQ1 helicase – RECQ1 (human) helicase inhibition. P46063. RECQ1 DNA unwinding, red fluorescence kinetic read. Potency, µM (doses to about 57.3 µM), without a hit: at the highest dose activity, negative = inhibition, hits mostly inhibitors. hit rate 0.54% among 240,000. AID 2549;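 also: plate controls were vehicle for no effect and no enzyme for full effect; nearly all actives have a fitted effect of over 30% in size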
# Target sequence (P46063 whole entry, looked up): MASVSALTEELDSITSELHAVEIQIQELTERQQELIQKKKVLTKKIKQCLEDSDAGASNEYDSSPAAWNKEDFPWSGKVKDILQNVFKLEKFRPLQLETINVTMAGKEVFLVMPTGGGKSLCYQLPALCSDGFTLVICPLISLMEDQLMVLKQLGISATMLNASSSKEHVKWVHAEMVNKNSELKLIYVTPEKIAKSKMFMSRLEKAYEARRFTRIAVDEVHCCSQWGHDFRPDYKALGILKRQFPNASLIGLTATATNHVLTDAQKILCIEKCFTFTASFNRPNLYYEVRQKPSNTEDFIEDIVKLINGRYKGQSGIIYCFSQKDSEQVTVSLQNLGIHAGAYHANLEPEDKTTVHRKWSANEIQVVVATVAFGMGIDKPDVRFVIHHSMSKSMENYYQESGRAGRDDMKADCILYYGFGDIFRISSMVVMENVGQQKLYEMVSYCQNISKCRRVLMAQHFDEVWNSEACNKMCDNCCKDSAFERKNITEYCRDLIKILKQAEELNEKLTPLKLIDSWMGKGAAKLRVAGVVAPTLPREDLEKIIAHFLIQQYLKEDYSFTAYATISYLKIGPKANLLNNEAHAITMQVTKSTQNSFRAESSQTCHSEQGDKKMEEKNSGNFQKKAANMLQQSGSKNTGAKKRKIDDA
#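 50 nM RECQ1T1 preincubated 15 min with compound in Tris pH 8.0 buffer with MgCl2, DTT, Tween-20 and 2.5 ug/ml poly(dI-dC); started with 200 nM TAMRA/BHQ-2 forked duplex and 2 mM ATP. Unwinding read as fluorescence (525/598 nm), two reads 2 h apart.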
# HTT ATP protect – cytoprotection in Huntington HTT-Q103 PC12 cell model | PC12 HTT-Q103 induced, cytoprotection, ATP luminescence, 40 h | Potency, µM (top dose mostly 56.4 µM), without a hit: cytoprotection (ATP increase), most hits filed as activators | hit rate 0.14% among 230,000 | AID 1471;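 also: % of control where 0% means no effect; nearly all actives have a fitted effect of over 45% in size; toxic huntingtin expression switched on by the ecdysone agonist tebufenozide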
#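 PC12 cells with ecdysone-inducible HTT exon 1 Q103-GFP, induced with 100 nM tebufenozide and co-treated with library compounds in a dose series (1536-well, 1500 cells/well). Cytoprotection read as ATP content by ATPlite luminescence.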
# TR SRC2 fluor cs – alters Texas Red total fluorescence, flagging assay interference. Potency, µM (doses to about 106 µM), inactives show at the top dose fluorescence change, negative = quenching. hit rate 0.29% among 280,000. TRb/SRC2 Texas Red total fluorescence interference. AID 1479; active = well fitted curve in either direction with a large enough effect; inconclusive = small, poorly fitted or top-dose-only effect; also: % is scaled to controls: 0 for no effect and ±100 for the full control effect
#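 Human TRb ligand-binding domain at 0.6 uM with 20 nM Texas Red SRC2 peptide in Tris buffer containing 1 uM T3 and 5% DMSO, incubated with compound 5 h at ambient temperature. Total fluorescence (555/632 nm) calculated as parallel + 2 × perpendicular.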
# Tau fibril ThT – blocks human tau fibril formation measured by thioflavin T; Potency, µM (series often up to 57.4 µM), inactives show at the top dose activity, negative = inhibition, most hits filed as inhibitors; recombinant tau K18 P301L (four-repeat tau fragment), heparin-induced fibrillization, ThT fluorescence; P10636; hit rate 2.1% among 270,000; also: % is scaled to controls: 0 for no effect and ±100 for the full control effect; nearly all actives have a fitted effect of over 55% in size
#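 Recombinant human tau K18 fragment […] carrying P301L, 15 uM unlabeled plus 0.24 uM Alexa 594-labeled, was fibrillized with 20 uM heparin in 100 mM sodium acetate pH 7 for 6 hr at 37 C; 30 uM ThT fluorescence read after 1 hr.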
# * hit, by the source's call; i = inactive; ? = inconclusive; . = not tested or not shown; [ ] = another dose, or the depositor's remark. Unless noted, calls follow the shape of the dose curve; as a rule, active = well fitted curve in the direction sought with a large enough effect; inconclusive = small, poorly fitted or top-dose-only effect, or another doubt; inactive = no such curve, though single readings can be large; an effect the other way counts as inactive or inconclusive. Potency is read from the fitted curve at half-maximal effect. A portion of the library; the hit share may differ from the screen's.
Molecule | Tau fibril FP | TRb SRC2 PPI | L3MBTL1 inh | Tau fluor cs | RECQ1 helicase | HTT ATP protect | TR SRC2 fluor cs | Tau fibril ThT
CCN(Cc1ccccc1)Cc1c(O)ccc2c(=O)c(-c3ccccc3OC)c(C(F)(F)F)oc12 | 2.9% | 6.6% | . | -7.3% | . | . | -2.3% | -10.9%
COc1ccccc1CNC(=O)C(NC(=O)c1ccc(C)cc1)C(C)C (configuration not stated) | -1.4% | -5.5% | . | 3.3% | -1.9% | -10.6% | -1.2% | -2.8%
O=C(CN1C(=O)COc2ccc(S(=O)(=O)N3CCCC3)cc21)NCCc1ccc(Cl)cc1 | -2.1% | 2.1% | . | -23.5% | . | . | 0.2% | -2.5%
CCCn1cc(S(=O)(=O)c2ccc(C)c(C)c2)c(=O)c2cc(F)c(N3CCC(C)CC3)cc21 | -4.1% | -5.5% | . | 2.7% | . | . | ? | -0.3%
CCOC(=O)c1cccc(NC(=O)CC(c2cc(OC)c(OC)c(OC)c2)N2Cc3ccccc3C2=O)c1 (configuration not stated) | -3.4% | -5.6% | . | -25.2% | . | . | -0.3% | -2.1%
Cc1cc(C)nc(NS(=O)(=O)c2ccc(NC(=O)C3(c4ccccc4)CCCC3)cc2)n1 | -5.0% | 0.5% | 6.5% | -11.8% | -0.1% | 24.3%[10 µM] | -3.1% | -11.5%
CSc1ccc(CCNC(=O)CCc2c(C)nc3cc(-c4ccccc4)nn3c2C)cc1 | ? | -5.7% | . | -2.2% | . | . | -0.6% | 0.4%
CCN1CCN(c2ncnc3c2sc(=S)n3-c2ccccc2)CC1 | -0.4% | -8.7% | 4.1% | -11.1% | 3.6% | 18.5%[10 µM] | 0.0% | -13.5%
CS(=O)(=O)NNC(=O)c1sccc1OCc1ncc(C(F)(F)F)cc1Cl | -3.3% | 7.3% | 4.1% | 0.6% | 4.0% | -17.2%[10 µM] | -2.8% | 8.3%
COc1cc(-n2cnnn2)ccc1S(=O)(=O)N1CCOCC1 | -0.4% | -19.9% | -4.1% | -8.1% | i | -9.4% | 1.0% | -11.5%
COc1ccc(N2CCN(C(=O)C3CCN(c4nc5ccc(C)cc5[nH]4)CC3)CC2)cc1 | 2.9% | -1.4% | . | -15.0% | . | . | -1.1% | ?
COc1cc(OC)cc(C(=O)N[C@H](C(=O)N2CCc3ccccc32)C(C)C)c1 | 3.3% | 0.7% | -8.4% | -16.2% | -6.2% | -1.9%[10 µM] | -4.3% | -9.4%
CCC1(C)Cc2c(sc3nc(SCC(=O)O)[nH]c(=O)c23)CO1 (configuration not stated) | 4.5% | -5.2% | -0.1% | -0.4% | 1.4% | 7.3%[10 µM] | -1.7% | -7.1%
O=C(CC1N=C2c3ccccc3N=C(SCc3ccc(Cl)cc3)N2C1=O)NCCc1ccccc1 (configuration not stated) | -6.4% | -2.8% | . | -22.9% | . | . | -0.4% | ?
Cc1ccc(C(=O)Nc2ccc(-c3nc4ccccc4s3)c(O)c2)c(C)c1 | -3.7% | 0.2% | . | -5.6% | . | . | 4.1% | ?
CCN1CCN(Cc2ccc(NC(=O)c3cc(NC(=O)c4cncc(-c5ccc(C#N)cc5)c4)cc(OC)c3)cc2C(F)(F)F)CC1 | 8.91µM* | -0.7% | . | ? | i | -2.3%[10 µM] | -4.8% | -0.9%
CN(CCN(C)C(C)(C)C)C(=O)C(c1ccccc1)c1ccccc1 | 3.3% | -12.9% | -1.7% | 12.6% | -0.4% | 15.3%[10 µM] | -1.5% | 12.9%
CCN1C(=O)[C@H]2[C@H]3[C@H](O)[C@H](O)C/C(=N/OC[C@@H](O)COCc4ccco4)[C@H]3CC[C@@H]2C1=O | ? | -3.2%[11.2 µM] | . | -23.0%[11.6 µM] | 14.6%[11.5 µM] | -36.5%[inhibitor][10 µM] | 0.3%[11.2 µM] | -14.2%[11.5 µM]
CC1CCCCN1C(=O)c1ccccc1OC1CCN(S(C)(=O)=O)CC1 (configuration not stated) | -9.8% | -2.5%[53 µM] | 11.9% | -7.2% | -8.3% | -14.5%[10 µM] | -0.7%[53 µM] | -3.5%
Cc1nc(Oc2ccc(S(=O)(=O)N3CCOCC3)cc2Cl)c2c3c(sc2n1)CCCC3 | 3.2% | -3.9% | -5.1% | -1.4% | 7.0% | -20.1%[10 µM] | 0.3% | -10.4%
COCCCNC(=O)CN1C(=O)COc2ccc(S(=O)(=O)N3CCCC3)cc21 | -0.9% | -2.8% | . | 0.3% | . | . | -7.3% | 0.6%
CCOC(=O)c1cc(-c2cccc([N+](=O)[O-])c2)nc2[nH]c(=O)[nH]c(=O)c12 | -0.5% | -3.0% | -8.0% | -20.1% | 7.2% | ? | -5.7% | ?
COc1ccc2cccc(N3CCN(CCNC(=O)c4ccc(F)cc4)CC3)c2c1 | ? | -6.3% | . | ? | -2.2% | -55.9%[inhibitor] | 0.5% | -19.8%
Cc1ccc(C)c(N2CCN(C(=O)C3CCN(c4nnc(N5CCCC5=O)s4)CC3)CC2)c1 | -0.4% | -2.3% | 26.7% | 0.1% | -2.6% | -19.8% | -3.9% | -17.0%
Nc1ccc2oc3ccc(N)cc3c(=O)c2c1 | 3.7% | 7.9% | . | -20.4% | -11.3% | -52.4%[inhibitor] | -8.4% | 14.1µM*
CCN(CC)CCNCc1cc(Cl)c(OCC(=O)Nc2ccccc2)c(OC)c1 | 0.9% | -6.5% | -1.8% | -10.5% | -5.9% | -16.2% | -0.4% | -11.8%
CNC(=O)c1ccc(-c2ccccc2)s1 | 10.1% | 3.3% | 2.2% | -2.6% | -7.3% | -20.5% | 1.6% | -17.2%
C(=N\n1cnnc1)/c1ccccn1 | 0.1% | -1.0% | . | -11.0% | -4.9% | 7.3% | -6.6% | -14.7%
CCCNC(=O)Nc1nnc(C2CC2)s1 | -1.0% | -5.3% | -1.3% | 7.2% | i | 2.5%[10 µM] | 0.6% | 2.6%
COc1ccc(-n2c(C)csc2=S)cc1 | 7.2% | -5.5% | -15.0% | 3.4% | 2.4% | 7.0%[10 µM] | 2.3% | 4.3%
O=C(CN1C(=O)C2CCCCN2C(=O)c2ccccc21)Nc1ccc(F)cc1 (configuration not stated) | -2.7% | -5.6% | -10.4% | -0.7% | -3.9% | -15.8% | 1.8% | -1.2%
O=C(Cc1ccc(Cl)cc1)c1c[nH]c(C(=O)NCc2cccnc2)c1 | -1.3% | 2.3% | 19.0% | 5.2% | -0.6% | -17.2%[10 µM] | 0.4% | 3.5%
OCCN(CCO)Cc1ccc(Br)cc1 | 3.3% | 3.1% | . | -4.2% | i | -3.3% | 2.7% | -4.9%
O=C(/C=C/c1ccccc1)c1ccc2c3c(cccc13)CC2 | -1.0% | 6.1% | ? | -13.3% | -7.2% | 6.9%[10 µM] | 2.6% | ?
CCn1c(=O)cc(OCC(=O)Nc2ccc3c(c2)OCCO3)c2ccccc21 | -7.6% | -3.0% | -0.1% | -18.3% | -17.2% | 7.1%[10 µM] | 0.4% | -17.2%
Cc1cc(C(F)(F)F)nn1C(=O)c1cccnc1Cl | 5.1% | -2.5% | . | -0.4% | i | 2.6% | -0.6% | -7.5%
COc1ccc(NC(=O)Cn2cc(C(=O)c3ccc(C)c(C)c3)c(=O)c3cc(OC)ccc32)cc1 | ? | 0.1% | . | -12.7% | . | . | -1.1% | -7.5%
Cc1ccc(C(=O)N(C)CC(=O)Nc2ccc(F)c(F)c2F)o1 | 3.0% | 0.6% | . | -20.0% | -5.1% | -37.1%[inhibitor] | -3.4% | -17.0%
CCOc1ccc(-n2nc3c(SCCN4CCCC4)nnc(C)c3c2C)cc1 | -3.4% | -7.9% | 0.9% | 11.9% | -3.8% | 17.0%[10 µM] | -1.1% | -12.4%
CCCCNC(=O)C12CCC(C)(C(=O)C1Br)C2(C)C (configuration not stated) | 4.0% | 3.1% | -13.9% | 6.3% | 12.2% | . | -5.8% | 4.6%
COc1ccc(C(=O)Nc2nc(-c3ccc(Br)cc3)ns2)cc1 | ? | -2.3% | . | -8.7% | . | . | 5.8% | ?
COc1ccc(-c2nc(-c3ccccc3)oc2NC(C)C)cc1 | 3.9% | 8.2% | . | -0.7% | 1.5% | -2.3% | -2.2% | -6.9%
CC(=O)N1CCc2cc(S(=O)(=O)NC(C(=O)Nc3nc(C)cs3)C(C)C)ccc21 (configuration not stated) | 2.7% | -1.0% | . | 0.1% | i | -2.4% | -0.5% | -1.4%
Cc1c(NC(=O)Cc2cccs2)cccc1[N+](=O)[O-] | 4.3% | -7.2% | -24.2% | -13.8% | -16.3% | . | -0.4% | -15.2%
CC(C)c1ccc(NC(=S)N2CCN(Cc3ccccc3)CC2)cc1 | -7.2% | -10.6% | -23.8% | -22.1% | 7.6% | . | -2.2% | -15.0%
Cc1ccc(-c2cc(C(=O)Nc3cccnc3)c3ccccc3n2)o1 | -4.4% | -6.4% | -13.4% | -3.1% | -16.1% | -16.9% | 0.3% | ?
CCN1CCN(c2c(Cl)cccc2NC(=O)c2ccc3nsnc3c2)CC1 | -4.9% | -6.4% | . | -17.7% | -5.0% | 30.6%[10 µM] | -4.1% | .
O=CN1CCN(c2ncnc3c2nnn3Cc2c(F)cccc2Cl)CC1 | -7.2% | -1.1% | -2.8% | -7.8% | -12.3% | -61.6%[inhibitor][10 µM] | -3.7% | -4.1%
Cc1ccsc1/C=N/NC(=O)CNC(=O)c1ccco1 | 11.0% | -4.7% | . | 4.2% | 3.9% | 5.7% | -1.7% | -1.6%
CCNC(=S)N1CCc2cc(OC)c(OC)cc2C1COc1ccc(F)cc1 (configuration not stated) | -1.2% | 0.2% | 11.7% | -18.5% | -8.7% | -34.9%[inhibitor] | -2.7% | 5.6%
